Compound activity deposited in PubChem by National Center for Advancing Translational Sciences (NCATS).
AmpC detergent – qHTS Inhibitors of AmpC Beta-Lactamase (assay with detergent); Potency, µM (top dose mostly 114 µM), for the others: at the highest dose activity change, negative = inhibition, most hits filed as inhibitors; actives 0.041% (n = 370,000); AID 485294, 2010; P00811; AmpC hydrolysis of nitrocefin, absorbance 480 nm, 0.01% Triton;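 further: potency means the concentration at half of the fitted maximal effect; 0% = no-compound wells and -100% = no-enzyme wells; nearly all actives have a fitted effect of over 25% in size; some results filed as inactive show a strong effect at the top dose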
Target sequence (P00811 whole entry, looked up): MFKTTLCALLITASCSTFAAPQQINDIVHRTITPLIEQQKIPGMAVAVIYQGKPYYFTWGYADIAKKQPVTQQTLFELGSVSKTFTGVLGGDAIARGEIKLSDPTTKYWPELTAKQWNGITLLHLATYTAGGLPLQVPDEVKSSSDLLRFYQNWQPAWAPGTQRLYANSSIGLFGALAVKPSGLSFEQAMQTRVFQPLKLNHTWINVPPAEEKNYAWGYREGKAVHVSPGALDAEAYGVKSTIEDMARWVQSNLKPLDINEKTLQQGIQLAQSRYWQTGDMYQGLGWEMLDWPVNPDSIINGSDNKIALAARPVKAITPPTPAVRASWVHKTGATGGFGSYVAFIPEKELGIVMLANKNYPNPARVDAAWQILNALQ
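AmpC (5.3 nM in the dispensed reagent) in 20 mM phosphate pH 7.0 with 0.01% (detergent screen) or 0.0001% Triton X-100 was preincubated with compounds for 15 min at room temperature. Nitrocefin was then added from an 800 uM solution, and hydrolysis was followed at 480 nm.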
HCMV inh – qHTS Assay for inhibitors of the human cytomegalovirus (HCMV) | HFF cells, HCMV-luciferase reporter, 72 h; hits give low values | activity change, negative = inhibition, % at 57.5 µM | actives 4.5% (n = 410,000); in the data active means activity change below about -60%; inconclusive means no clear call, values can overlap the other calls; inactive means above about -39%
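Two-dose cell screen: HFF monolayers treated with compounds and infected with luciferase-expressing HCMV at 1 PFU/cell, 72 h at 37C, then lysed for luciferase measurement.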
LmPK inh – qHTS Assay for Inhibitors of Leishmania Mexicana Pyruvate Kinase (LmPK) | Q27686 | purified LmPK, Kinase-Glo ATP luminescence, 1 h | Potency, µM (top dose mostly 57.5 µM), without a hit: top-dose activity change, negative = inhibition, hits mostly inhibitors | actives 0.37% (n = 290,000) | AID 1721, 2009; further: potency means the concentration at half of the fitted maximal effect
Target sequence (Q27686 whole entry, looked up): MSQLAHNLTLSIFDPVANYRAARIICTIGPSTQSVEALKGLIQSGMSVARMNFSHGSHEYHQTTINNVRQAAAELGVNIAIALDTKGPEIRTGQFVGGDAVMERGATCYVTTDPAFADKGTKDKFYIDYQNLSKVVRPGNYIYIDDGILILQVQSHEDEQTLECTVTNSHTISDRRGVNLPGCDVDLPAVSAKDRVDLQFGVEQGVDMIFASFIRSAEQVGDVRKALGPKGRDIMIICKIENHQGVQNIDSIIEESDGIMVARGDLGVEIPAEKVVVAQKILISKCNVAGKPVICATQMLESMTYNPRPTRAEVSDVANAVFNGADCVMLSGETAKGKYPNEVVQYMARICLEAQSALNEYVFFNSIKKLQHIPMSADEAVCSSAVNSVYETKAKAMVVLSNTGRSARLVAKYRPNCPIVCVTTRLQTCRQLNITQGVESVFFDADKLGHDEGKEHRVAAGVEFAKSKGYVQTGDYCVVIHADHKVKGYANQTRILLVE
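ATP generated from ADP (0.1 mM) and PEP (0.5 mM) by 0.1 nM LmPK over 1 h at room temperature (pH 7.2 imidazole buffer) was detected by coupled luciferase luminescence. Values were normalized to uninhibited and no-enzyme wells.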
HCV inhibitor – qHTS Assay for Inhibitors of Hepatitis C Virus (HCV). Huh7.5.1 HCVcc-Cre infection, luciferase reporter, 44 h. Potency, µM (titrated, usually from 41.8 µM), for inactives: top-dose activity change, negative = inhibition, most hits filed as inhibitors. actives 3.4% (n = 340,000). AID 651820, 2012; further: potency means the concentration at half of the fitted maximal effect
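Antiviral activity was scored by luciferase reporter output from cells infected with HCVcc-Cre (~0.5 moi) in presence of compound, 44 h infection period, cells seeded 1,000/well 4 h prior.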
AmpC no deterg – qHTS Inhibitors of AmpC Beta-Lactamase (assay without detergent); P00811; AmpC nitrocefin hydrolysis, absorbance 480 nm, 0.0001% Triton; Potency, µM (titrated, usually from 57.1 µM), without a hit: top-dose activity change, negative = inhibition, usual class: inhibitors; actives 0.52% (n = 330,000);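 further: potency means the concentration at half of the fitted maximal effect; plate controls were no compound for no effect and no enzyme for full effect; nearly all actives have a fitted effect of over 20% in size; some results filed as inactive show a strong effect at the top dose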
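AmpC (5.3 nM in the dispensed reagent) in 20 mM phosphate pH 7.0 with 0.01% (detergent screen) or 0.0001% Triton X-100 was preincubated with compounds for 15 min at room temperature. Nitrocefin was then added from an 800 uM solution, and hydrolysis was followed at 480 nm.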
AMA1-RON2 inh – qHTS for Inhibitors of AMA1-RON; Towards Development of Antimalarial Drug Lead: Primary Screen | Plasmodium falciparum AMA1 (3D7) - RON2 peptide interaction | AlphaScreen AMA1-biotinylated RON2 peptide binding | Potency, µM (titrated, usually from 58.2 µM), inactives show at the top dose activity change, negative = inhibition, most hits filed as inhibitors | actives 0.2% (n = 360,000);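 further: potency means the concentration at half of the fitted maximal effect; 0% = vehicle wells and -100% = peptide control; nearly all actives have a fitted effect of over 45% in size; some results filed as inactive show a strong effect at the top dose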
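AMA1 (3D7) with his tag at 25 nM final met compounds first, then biotinylated RON2 peptide at 25 nM; detection used donor plus acceptor beads, 10 µg/mL apiece, read by AlphaScreen after 30 min at room temperature.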
Tb PYK inh – qHTS of Trypanosoma Brucei Inhibitors; pyruvate kinase (Trypanosoma brucei), Q57TT1; TbPYK enzyme, Kinase-Glo Plus ATP luminescence, 45 min; Potency, µM (top dose mostly 76.8 µM), for the others: at the top dose activity, negative = inhibition, actives largely listed as inhibitors; actives 0.12% (n = 410,000); AID 624173, 2012; further: potency means the concentration at half of the fitted maximal effect; nearly all actives have a fitted effect of over 50% in size
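TbPYK + substrate in 50 mM TEA pH 7.2, 100 mM KCl, 10 mM MgCl2, 0.05% BSA, 0.01% Tween-20; cpd pinned; ADP 130 uM final; 45 min RT; Kinase-Glo Plus 10 min; luminescence endpoint.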
An asterisk follows results filed as active; ? = inconclusive; . = not tested or not shown; & = joins results of further samples; [ ] = remark or other dose. Unless noted, the call rests on the fitted dose curve; in most records, active means well fitted curve in the direction sought with a large enough effect; inconclusive means small, poorly fitted or top-dose-only effect, or another doubt; inactive means no such curve, though single readings can be large; an effect the other way counts as inactive or inconclusive. Unless noted, on the % scale 0 is the no-effect control and ±100 the full control effect.

Abbreviations – A = AmpC detergent; B = HCMV inh; C = LmPK inh; D = HCV inhibitor; E = AmpC no deterg; F = AMA1-RON2 inh; G = Tb PYK inh
COc1ccc(C2=NOC(C(=O)NCc3ccco3)C2)cc1 (configuration not stated)
  A: 1% | B: 40 | C: 6% | D: ? | E: -28% | F: -7% | G: -19%
O=P(CO)(Cc1ccccc1)Cc1ccccc1
  A: ? | B: -11 | C: -4% | D: 14% | E: -5% | F: 1% | G: -7%
CCN(CCO)C(=O)CC(c1ccccc1)c1cc(Br)ccc1O (configuration not stated)
  A: -14% | B: -6 | C: 0% | D: 25% | E: -1% | F: -1% | G: -4%
COc1ccc(CN2CCN(C(=O)C3CCN(C(=O)Nc4ccccc4)CC3)CC2)cc1OC
  A: . | B: 21 | C: . | D: -13% | E: -10% | F: -8% | G: 0%
COc1ccc(NC(=O)C2CCN(C(=O)[C@@H]3Cc4ccccc4CN3C(=O)OC(C)(C)C)CC2)cc1
  A: -3% | B: 0 | C: 0% | D: 8% | E: 99%[activator] | F: -8% | G: 1%
Cc1ccc(OCc2nc3ccccc3n2CCOc2ccc(Cl)cc2)cc1
  A: -3% | B: -36 | C: . | D: . | E: . | F: . | G: 3%
O=C1NC(=S)NC(=O)C1Cc1ccccc1O
  A: . | B: -10 | C: . | D: 25% | E: . | F: 4% | G: -20%
CSc1cccc(NC(=O)c2nnn(Cc3ccccc3)c2N)c1
  A: 0% | B: 10 | C: -1% | D: ? | E: -27% | F: -7% | G: 2%
CC[C@H](C)[C@@H](NC(=O)O[C@@H]1C(=O)c2cc(Br)ccc2O[C@H]1c1cccc(OC)c1)C(=O)OC
  A: ? | B: . | C: -1% | D: -14% | E: -13% | F: -8% | G: 1%
CCOCCCNCc1cc(Br)ccc1OCC
  A: 0% | B: 1 | C: 1% | D: -11% | E: -14% | F: 0% | G: 0%
O=C(Nc1ccccc1)C1(c2ccccc2)CC1(Cl)Cl (configuration not stated)
  A: ? | B: 0 | C: -4% | D: -14% | E: -37% | F: -2% | G: -8%
COC(=O)[C@]1(C)N[C@H](c2ccc(SC3CCCCC3)c(OC)c2)[C@@H]2C(=O)N(C)C(=O)[C@@H]21
  A: -9% | B: 5 | C: . | D: 26% | E: 223%[activator] | F: -9% | G: -6%
Cc1ccc(C)c(N2CCN(C(=O)Cn3ncn4cccc4c3=O)CC2)c1
  A: 4% | B: -22 | C: -1% | D: -5% | E: -17% | F: 0% | G: 2%
O=C(CSc1nc2c([nH]c3ccccc32)c(=O)n1-c1ccccc1)N1CCOCC1
  A: ? | B: 23&-8 | C: 1% | D: ? | E: -13% | F: -2% | G: -8%&0%
Cc1cccc(C)c1NC(=O)C(c1ccccc1)N1CCC(Cc2ccccc2)CC1 (configuration not stated)
  A: . | B: -8 | C: . | D: . | E: . | F: 1% | G: 5%
Cc1ccc(C)c(NC(=O)c2cc(=O)c3cc(C)cc(C)c3o2)c1
  A: 15% | B: 9 | C: . | D: . | E: . | F: . | G: -7%
COc1cc2nc(/C=C/c3ccc(N(C)C)cc3)sc2cc1SC
  A: -5% | B: -13 | C: -4% | D: ? | E: -13% | F: 18µM* | G: -8%
O=C(CNc1cc(S(=O)(=O)N2CCCC2)ccc1OCC(F)(F)F)Nc1cc(Cl)cc(Cl)c1
  A: 0% | B: . | C: 2% | D: . | E: -30% | F: . | G: .
N#Cc1ccccc1NC(=O)C(=O)NCC1CCCN1S(=O)(=O)c1cccs1 (configuration not stated)
  A: ? | B: -22 | C: . | D: 1%[8.37 µM] | E: -21% | F: 1% | G: -4%
CCOCCCN(C(=O)Cn1nnc(-c2ccc(C)o2)n1)C(C(=O)NC1CCCC1)c1ccc(C)o1 (configuration not stated)
  A: -8% | B: ? | C: -1% | D: -12% | E: 89%[activator] | F: -15% | G: 2%
CCOC(=O)c1sc(-c2ccccc2)cc1NC(=O)CSc1nnnn1C
  A: -15% | B: 1 | C: 8% | D: ? | E: 1% | F: 7% | G: 4%
O=C1c2cccc3cccc(c23)C(=O)N1CC1CCN(S(=O)(=O)c2ccccc2)CC1
  A: . | B: -26 | C: . | D: -26% | E: . | F: -7% | G: 0%
COC(=O)c1sc(NC(=S)NC(=O)c2ccccc2)nc1C
  A: -2% | B: -31 | C: -4% | D: 2% | E: -19% | F: -20% | G: -12%
CCC(C)NC(=O)c1ccc(-n2c(=S)[nH]c3ccccc3c2=O)cc1 (configuration not stated)
  A: 5% | B: -7 | C: 3% | D: -1% | E: -21% | F: 52%[activator] | G: -1%
Cc1ccc([N+](=O)[O-])cc1N(CC(=O)NCC1CCCO1)S(C)(=O)=O (configuration not stated)
  A: -1% | B: -30 | C: 1% | D: 8% | E: 24% | F: 16% | G: -1%

Entries of single compounds, looked up by structure. Order of values: AmpC detergent, HCMV inh, LmPK inh, HCV inhibitor, AmpC no deterg, AMA1-RON2 inh, Tb PYK inh
Entry for Cc1ccc([N+](=O)[O-])cc1N(CC(=O)NCC1CCCO1)S(C)(=O)=O (configuration not stated) = -1%, -30, 1%, 8%, 24%, 16%, -1%
Entry for COc1ccc(C2=NOC(C(=O)NCc3ccco3)C2)cc1 (configuration not stated) = 1%, 40, 6%, ?, -28%, -7%, -19%
Entry for COC(=O)c1sc(NC(=S)NC(=O)c2ccccc2)nc1C = -2%, -31, -4%, 2%, -19%, -20%, -12%
Entry for CSc1cccc(NC(=O)c2nnn(Cc3ccccc3)c2N)c1 = 0%, 10, -1%, ?, -27%, -7%, 2%
Entry for CCN(CCO)C(=O)CC(c1ccccc1)c1cc(Br)ccc1O (configuration not stated) = -14%, -6, 0%, 25%, -1%, -1%, -4%

New compounds follow.
Abbreviations – A = AmpC detergent; B = HCMV inh; C = LmPK inh; D = HCV inhibitor; E = AmpC no deterg; F = AMA1-RON2 inh; G = Tb PYK inh
CCCCOC(=O)C1=C(N)N2C(=O)C(C)SC2=C(C(=O)OCC)C1c1ccc(O)c(OC)c1 (configuration not stated)
  A: -7% | B: 9 | C: -1% | D: 21% | E: -20% | F: 17% | G: -11%
CC1(C)Cc2ccccc2C(NN=C2CCCC2)=N1
  A: 3% | B: 6 | C: -2% | D: 21% | E: 3% | F: -15% | G: 6%
NC(=NC(=O)c1ccccc1)C1=C(O)CCC1=O
  A: -12% | B: 7 | C: -5% | D: 2% | E: 5% | F: 2% | G: 8%
O=C(Nc1sc2c(c1C(=O)NC1CC1)CCCCCC2)c1ccco1
  A: -4% | B: 3 | C: 6% | D: -22% | E: -15% | F: -2% | G: -10%
CCOC(=O)c1ccc(NC(=O)c2c(Cl)cc(C)nc2C)cc1
  A: 3% | B: -19 | C: 2% | D: -13% | E: 20% | F: -7% | G: -2%
CC(C(=O)N1CCc2ccccc21)N1CCN(Cc2ccccc2)CC1 (configuration not stated)
  A: 5% | B: -8 | C: -1% | D: 3% | E: 33% | F: 0% | G: 4%
COC(=O)C1=C(C(=O)OC)[C@@H]2N(Cc3ccccc3)c3ccccc3[C@@]23C[C@@H](C(=O)OC)N(C(C)=O)C3=N1
  A: -2% | B: 6 | C: -5%[11.5 µM] | D: 11% | E: 168%[activator] | F: -12% | G: -9%
CC(C)C[C@@H]1NC(=O)[C@H](Cc2ccccc2)N(C)C(=O)[C@H](C)NC(=O)c2ccccc2NC(=O)[C@H](Cc2ccc(O)cc2)N(C)C1=O
  A: 6% | B: -30 | C: 3% | D: 8.9µM* | E: 0% | F: -26% | G: 1%
Cc1ccc(C(=O)Nc2ccc3c(c2)OCO3)cc1Cl
  A: 2% | B: 87 | C: -10% | D: . | E: -22% | F: . | G: .
Cc1ccccc1NC(=O)CSc1nc2ccccc2c(=O)n1C
  A: 2% | B: -40 | C: 0% | D: 3.2µM* | E: -6% | F: -1% | G: -3%
COc1ccccc1N(Cc1cc(=O)[nH]c2ccccc12)C(C)=O
  A: -4% | B: 27 | C: -1% | D: 23% | E: -5% | F: 7% | G: -3%
CC1=CC(C)(C)N(C(=O)C(C)N2C(=O)c3ccccc3C2=O)c2c(C)cc(C)cc21 (configuration not stated)
  A: -5% | B: . | C: 7% | D: 0% | E: 80%[activator] | F: . | G: .
O=C1CC(c2ccccc2)CC(O)=C1C=NCCN1CCN(C(=O)Cc2ccccc2)CC1 (configuration not stated)
  A: 1% | B: -1 | C: 0% | D: 21% | E: 115%[activator] | F: 86%[activator] | G: 0%
CC1=C(C#N)C(NC(=O)c2ccco2)(C(F)(F)F)C(=O)N1 (configuration not stated)
  A: ? | B: -35 | C: 1% | D: 5% | E: 0% | F: -29% | G: -3%
O=C(CN1CCC2(CC1)OCCO2)c1c[nH]c2ccccc12
  A: -14% | B: 36 | C: 2% | D: 3% | E: -29% | F: -5% | G: -9%
CCOC(=O)c1ccccc1NC(=O)CN(c1ccccc1OC)S(C)(=O)=O
  A: -13% | B: -15 | C: 4% | D: -16% | E: 6% | F: -3% | G: -5%
COCCCNc1nc2c(-c3cccc(C)c3)nnn2c2ccc(Cl)cc12
  A: 6% | B: -13 | C: 10% | D: ? | E: -21% | F: -6% | G: 7%
CC1=CC(C)C(C(=O)O)C(C(=O)Nc2cccnc2)C1 (configuration not stated)
  A: -4% | B: -17 | C: 3% | D: 4% | E: -27% | F: 19% | G: -3%
CCOC(=O)N1CCc2c(sc(NCc3ccc(N(CC)CC)cc3)c2C(=O)Nc2cc(OC)ccc2OC)C1
  A: 4% | B: -4 | C: . | D: . | E: . | F: . | G: ?
COc1ccc(S(=O)(=O)N2CCCCC2)cc1NC(=O)CCCOc1ccc(C)cc1
  A: 6% | B: 0 | C: . | D: ? | E: -23% | F: -9% | G: -15%
CCOc1ccc(S(=O)(=O)N(CC(=O)Nc2cc(C)on2)Cc2ccccc2Cl)cc1
  A: -16% | B: 45 | C: 0% | D: -13% | E: -13% | F: 3% | G: 6%
O=C(Nc1ccc(F)cc1F)c1noc2c1CCc1ccccc1-2
  A: 17% | B: 85 | C: . | D: . | E: . | F: . | G: -2%
NC(=O)c1ccccc1NC(=O)CC12CC3CC(CC(Br)(C3)C1)C2
  A: -13% | B: -21 | C: -3% | D: 13% | E: -11% | F: -8% | G: 1%
